TCR-CD3 inh: inhibitors of human TCR-CD3 interaction | TAMRA-labeled TCR probe fluorescence, biochemical | inhibition, % at 9.4 µM | hit rate 0.37% among 360,000; in the data active means inhibition above about 19%;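 further: recombinant mutant TCR 2C K166C tagged with TAMRA read by polarization; 0% = receptor in buffer alone and 100% = receptor with positive control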
HTRA1 inhibitor: blocks human HTRA1 serine peptidase. recombinant HTRA1, FP-rhodamine activity-based probe, fluorescence polarization. inhibition, % at 5.96 µM. hit rate 0.5% among 340,000. AID 504803; in the data active means inhibition above about 36%;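 further: 0% = enzyme with DMSO and 100% = wells lacking enzyme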
MBD2 DNA inh: MBD2-methylated oligo binding inhibition; TR-FRET, MBD2 binding to methylated oligonucleotide; hit rate 0.31% among 370,000; AID 686964; inhibition, % at 4.4 µM; Q9UBB5; in the data active means inhibition above about 13%
NPR1 activator: GC-A (human) enzyme activation | HEK293 GC-A cells, cGMP TR-FRET, EC30 ANP; 0% at EC30 ANP, 100% saturating ANP | activation, % at 10 µM | hit rate 0.14% among 370,000 | AID 1671463; in the data active means activation above about 40%
SIAE primary: human SIAE inhibition, primary screen. Q9HAT2. SIAE FP-Rh probe binding, fluorescence polarization. inhibition, % at 9.66 µM. hit rate 0.69% among 370,000. AID 1053197;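 active means inhibition above a cutoff: mean of compounds within the control limits plus 3 SD of those, cut at about 17% in these data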;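 further: 0% = plate median of compound wells and 100% = probe without SIAE protein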
rCAG binder: binds r(CAG) RNA repeats. r(CAG) RNA repeat, TO-PRO-1 dye displacement fluorescence. inhibition, % at 3 µM. hit rate 1.3% among 370,000. AID 651821;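 active means inhibition above the plate cutoff, the mean of all test compounds on that plate plus 3 SD, cut at about 35% in these data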;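 further: 0% = DMSO alone and 100% = 100 µM mitoxantrone as full dye displacement; higher means more dye released from RNA so lower well fluorescence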
ABHD4 inh: ABHD4 (mouse) inhibition, primary FP screen. inhibition, % at 8.92 µM. purified mABHD4, FP-Rh probe fluorescence polarization. hit rate 0.54% among 370,000. Q8VD66;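 active means inhibition exceeding the mean over every tested compound plus 3 SD, cut at about 30% in these data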;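 further: 0% = plate median of compound wells and 100% = S159A mutant with DMSO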
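Assay system: mouse ABHD4 enzyme, wild type / Also added: fluorescent activity-based probe FP-Rh / Doses: single nominal dose of 8.92 µM, 0.89% DMSO final / Timing: 45 min compound pre-incubation plus 60 min probe step, 25 °C / Signal: FP readout, ex 525 nm / em 598 nm / Control set: S159A mutant/DMSO as 100%, compound-well median as 0%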
UHRF1 binding: UHRF1 methyl-DNA binding inhibition | UHRF1 binding to methylated oligo, TR-FRET | hit rate 0.75% among 370,000 | inhibition, % at 4.4 µM | Q96T88; in the data active means inhibition above about 21%;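 further: UHRF1 SRA domain binding a hemimethylated CpG hairpin DNA probe; 0% = median of test compound wells and 100% = reference inhibitor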
Target sequence (Q96T88 whole entry, looked up, the tested form may be a part): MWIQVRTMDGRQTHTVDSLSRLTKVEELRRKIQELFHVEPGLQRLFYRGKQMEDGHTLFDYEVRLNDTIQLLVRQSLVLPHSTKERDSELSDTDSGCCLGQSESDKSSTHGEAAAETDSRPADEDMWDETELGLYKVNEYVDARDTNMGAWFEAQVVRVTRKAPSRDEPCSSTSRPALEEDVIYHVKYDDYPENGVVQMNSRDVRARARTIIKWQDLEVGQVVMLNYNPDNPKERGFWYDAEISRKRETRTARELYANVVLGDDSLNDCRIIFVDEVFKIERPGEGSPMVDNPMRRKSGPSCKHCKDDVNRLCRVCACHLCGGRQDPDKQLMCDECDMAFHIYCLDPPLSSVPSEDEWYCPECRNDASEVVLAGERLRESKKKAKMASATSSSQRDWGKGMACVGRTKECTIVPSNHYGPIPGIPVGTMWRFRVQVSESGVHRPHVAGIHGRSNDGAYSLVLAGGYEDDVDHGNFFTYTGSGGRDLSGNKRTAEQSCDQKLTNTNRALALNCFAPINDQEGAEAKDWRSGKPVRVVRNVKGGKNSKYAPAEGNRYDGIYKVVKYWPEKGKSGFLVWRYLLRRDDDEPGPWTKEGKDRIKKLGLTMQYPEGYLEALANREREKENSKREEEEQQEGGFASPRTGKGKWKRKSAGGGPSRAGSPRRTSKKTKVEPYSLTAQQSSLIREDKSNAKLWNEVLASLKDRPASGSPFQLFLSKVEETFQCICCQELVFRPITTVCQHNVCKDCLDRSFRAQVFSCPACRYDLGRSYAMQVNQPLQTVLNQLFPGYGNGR
PRMT1 FP inh: inhibitors of human PRMT1; Q99873; recombinant PRMT1, activity-based probe fluorescence polarization; inhibition, % at 2.79 µM; hit rate 1.3% among 370,000; AID 652257;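 active means inhibition above about 21% made by adding two undisclosed values, limit read from the data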
GC-B act: GC-B (human) receptor activation | HEK293-GC-B cells, CNP EC30, cGMP TR-FRET; 0% at EC30 CNP, 100% saturating CNP | P20594 | activation, % at 10 µM | hit rate 0.11% among 370,000;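 active means activation at 10 µM reaching about 35% in either raw or pattern-adjusted values, limit read from the data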
The depositor's hits bear a star; . = not tested or not shown; & = joins results of further samples. These rows are one share of the data. The share of hits here may be higher or lower than overall.

SMILES	TCR-CD3 inh	HTRA1 inhibitor	MBD2 DNA inh	NPR1 activator	SIAE primary	rCAG binder	ABHD4 inh	UHRF1 binding	PRMT1 FP inh	GC-B act
COc1ccc(S(=O)(=O)N2CCOC2CNC(=O)C(=O)NCc2ccco2)cc1OC (stereo not given)	-9	0	3	-2	-2	0	3	1	0	3
COc1cccc(CN2CCN(CCc3ccccc3)C(CCO)C2)c1OC (stereo not given)	11	5	-1	1	2	-6	-1	1	-4	2
N#CCCSc1ncnc2c1oc1ccccc12	-1	-4	1	8	8	0	-6	-8	0	-2
O=C(COC(=O)c1cccs1)Nc1ccccc1C(F)(F)F	4	-3	0	1	2	-3	-3	-1	-1	-1
CCCCn1c(N)c(N(CCC(C)C)C(=O)COC(=O)/C=C/c2ccc(F)cc2)c(=O)[nH]c1=O	4	7	0	-2	4	3	4	0	-2	-1
O=C(CSc1ncn[nH]1)Nc1ccccc1C(=O)O	7	0	7	3	-3	3	0	13	-2	3
Cc1ccc(S(=O)(=O)NNC(=O)CCC(=O)Nc2ccc(C)c(C)c2)cc1	-3	5	-1	-1	-2	2	1	-1	1	-4
Cc1oc2cc3oc(=O)c(CCC(=O)NCCCN4CCOCC4)c(C)c3cc2c1C	11	7	-3	4	-3	-4	7	0	0	8
CCN(CC)c1nc2cc(C)ccc2cc1/C=C(\C#N)C(N)=O	6	-10	1	-8	1	-1	3	-1	0	-4
O=C(NCCc1ccccc1)c1cccnc1N1CCCCCC1	2	-6	4	-2	4	-8	2	2	-1	-3
Cc1ccc2[nH]c3c(c2c1)CN(C(=O)CN1CCCCC1)CC3	-4	.	-2	-4	8	-1	-1	-2	6	-8
O=c1[nH]nnc2c1cnn2-c1ccccc1	-1	1	0	-1	-3	0	0	0	-2	0
Cc1[nH]c(=O)[nH]c(=O)c1S(=O)(=O)NCC12CC3CC(CC(C3)C1)C2	8	0	-5	2	-4	7	-1	-1	0	-5
CC(Sc1ncn[nH]1)C(=O)NCc1ccccc1 (stereo not given)	-10	2	2	2	1	0	-4	0	4	4
Cc1cc(=O)n(C)c(=O)n1CCCCOc1ccc([N+](=O)[O-])cc1	1	-7	-7	-6	-6	-5	0	-1	2	-8
COC(=O)[C@]12C[C@H](CC(=O)N3CCN(C(=O)C4CC4)CC3)C(=O)N(CCC3=CCCCC3)C1=C[C@H](C(C)(C)C)O[C@@H]2C	-4	.	-5	-1	4	2	-2	-1	-3	4
COc1ccc(/C(O)=C2/C(=O)C(=O)N(c3ncccn3)C2c2ccc(OC)c(OC)c2)cc1 (stereo not given)	-3	2	12	-3	-1	-1	8	18	3	11
COCCn1cnc2c1c(=O)n(CC(=O)OCC(=O)NCCCc1ccccc1)c(=O)n2Cc1ccccc1	11	1	-4	4	-3	-9	2	1	-3	6
CCOC(=O)[C@H]1[C@H]2COc3cc(OC)ccc3[C@@H]2N2C(=O)N(c3cccc(F)c3)C(=O)[C@@]12C	-2	-36	6	-3	-1	-3	-8	0	-1	5
COc1ccc(NC(=O)CSc2nnnn2C2CCCCC2)c(OC)c1	4	2	3	-2	2	0	4	7	6	4
CCN(CC)CCNC(=O)c1cc2cc(Br)ccc2s1	0	-4	-6	2	-2	5	1	-3	0	-1
Cc1ccc(S(=O)(=O)c2nc(C(C)(C)C)oc2N2CCOCC2)cc1	-2	7	-3	0	0	1	6	-1	5	5
Cc1cccc(NC(=O)CN(C)S(=O)(=O)c2cccs2)c1	0	-4	-3	-1	4	-1	-6	0	0	-3
O=C(NCCCN1CCOCC1)Nc1ccc(Cc2ccc(NC(=O)NCCCN3CCOCC3)cc2)cc1	4	6	-3	-1	6	-5	-3	2	-5	2
COc1ccc(CNC(=O)CN2CCC(NC(=O)c3cccc(OC)c3)CC2)cc1	6	0	-6	0	2	1	15	6	2	-2

Reformatted with bars between the fields: part of the list above
canonical_smiles | TCR-CD3 inh | HTRA1 inhibitor | MBD2 DNA inh | NPR1 activator | SIAE primary | rCAG binder | ABHD4 inh | UHRF1 binding | PRMT1 FP inh | GC-B act
O=C(NCCc1ccccc1)c1cccnc1N1CCCCCC1 | 2 | -6 | 4 | -2 | 4 | -8 | 2 | 2 | -1 | -3
Cc1ccc2[nH]c3c(c2c1)CN(C(=O)CN1CCCCC1)CC3 | -4 | . | -2 | -4 | 8 | -1 | -1 | -2 | 6 | -8
O=c1[nH]nnc2c1cnn2-c1ccccc1 | -1 | 1 | 0 | -1 | -3 | 0 | 0 | 0 | -2 | 0
Cc1[nH]c(=O)[nH]c(=O)c1S(=O)(=O)NCC12CC3CC(CC(C3)C1)C2 | 8 | 0 | -5 | 2 | -4 | 7 | -1 | -1 | 0 | -5

(more compounds)
SMILES	TCR-CD3 inh	HTRA1 inhibitor	MBD2 DNA inh	NPR1 activator	SIAE primary	rCAG binder	ABHD4 inh	UHRF1 binding	PRMT1 FP inh	GC-B act
Cc1csc2ncnc(N3CCN(C(=S)Nc4ccc(C(F)(F)F)cc4)CC3)c12	-1	.	-2	-5	-8	4	-16	1	6	0
Cc1ccc2[nH]c(O)c(N=O)c2c1	-2	16	10	5	16	4	2	16	7	-3
O=C(NCc1cn2ccsc2n1)Nc1cccc(Cl)c1	0	-9	2	-1	-2	1	-11	-2	-2	-4
O=C(O)CCC(=O)N1CN2CN(C(=O)CCC(=O)O)CC([N+](=O)[O-])(C2)C1	1	-4	-2	4	8	-1	10	-1	2	0
CC(C(=O)NCc1ccco1)n1nc(-c2ccccc2)c2cc(Cl)ccc21 (stereo not given)	1	-9	4	-15	-2	1	0	-5	0	-4
NC(=S)N/N=C1\CC(n2nnn(-c3cccc(Cl)c3)c2=S)C2COC1O2 (stereo not given)	2	6	-7	2	11	2	2	-2	4	0
CCCCNC(=O)C1CC(c2cccc(F)c2)=NO1 (stereo not given)	-10	-2	2	0	6	7	3	3	0	5
CC(=O)c1cccc(NS(=O)(=O)c2ccc(NC(=O)N3CCCCC3)cc2)c1	2	-5	-2	0	-4	3	-3	-4	-2	-2
NC1=NC(c2ccccc2)N=C(Nc2ccccc2)N1 (stereo not given)	11	.	-3	3	3	2	4	-2	0	-2
O=C(COc1ccc(Br)cc1Br)NN1C(=O)c2ccccc2C1=O	-1	.	2	-2	5	16	-9	4	-6	4
O=C(Nc1ccn(Cc2c(F)c(F)cc(F)c2F)n1)c1ccc(COc2ccc(Cl)cc2Cl)o1	1	-24	-7	1	-30	3	-8	0	1	-4
CCC(=O)Nc1ccc(C(=O)NNC(=O)CCCCC(=O)NNC(=O)c2ccc(NC(=O)CC)cc2)cc1	1	-2	0	7	-5	4	13	2	6	2
COCCNC(=O)c1ccccc1NC(=O)c1cccc([N+](=O)[O-])c1C	7	2	-4	-1	-1	-3	-2	1	-1	3
S=c1[nH]nc(COc2ccccc2)n1/N=C/c1c(Cl)cccc1Cl	-6	-10	5	4	-2	20	0	2	7	-2
COc1ccc(-c2nnn(-c3cc(Cl)cc(Cl)c3)c2N)cc1	-3	5	-6	5	1	-3	-5	0	1	-15
COc1ccccc1N(CC(=O)Nc1ccccc1C(=O)N1CCCC1)S(C)(=O)=O	-6	0	-1	3	7	-2	-11	3	-1	-6
Cc1ccc(CC2CC(=O)N(c3ccc(Cl)cn3)C2=O)cc1 (stereo not given)	13	0	4	1	7	-3	1	2	-4	2
Cc1ccc2c(c1)CC1(CN2C)C(=O)OC(C)(C)OC1=O	0	4	4	0	3	-3	3	-1	1	2
O=C(CSc1nc2ncccc2[nH]1)NC1CCCC1	3	0	0&-3	-1&1	5&-1	3&1	-3&1	-1&-3	-1&1	2&-4
CCCCOc1ccccc1NC(=O)CC1Nc2ccccc2NC1=O (stereo not given)	-3	-11	1	-6	-4	17	-3	2	5	-5
CCNS(=O)(=O)c1ccc(NC(=O)Nc2ccccc2OC)cc1	5	-17	6	0	-4	6	-4	23*	-3	-2
Cc1cc(C(=O)COC(=O)c2cccc(S(=O)(=O)N(C)C)c2)c(C)n1CC1CCCO1 (stereo not given)	3	2	2	2	7	-3	-3	-1	3	1
COC(=O)c1ccc(COC(=O)c2ccc(SC)cc2OC)cc1	4	-21	1	3	6	-3	-10	-1	0	-8
CCc1nc2ccc(C(=O)Nc3ccc(OC)c(OC)c3)cn2c1N(CC)Cc1ccc(OC)c(OC)c1	-2	.	-1	7	-2	0	-1	0	-1	5
Cc1cccc(NC(=O)c2cc(Cl)sc2Cl)c1C	-8	4	1	4	1	6	-2	3	2	0
SMILES	TCR-CD3 inh	HTRA1 inhibitor	MBD2 DNA inh	NPR1 activator	SIAE primary	rCAG binder	ABHD4 inh	UHRF1 binding	PRMT1 FP inh	GC-B act
CCCN(CC1CC1)C(=O)CCc1nnc(C(OC)c2ccccc2)o1 (stereo not given)	-1	5	3	-1	1	-7	4	1	0	-9
Cc1nc2ccc(NC(=O)c3ccc(F)cc3F)cc2c(=O)[nH]1	.	.	-2	2	4	1	-2	-1	-2	-5
CCCc1cc2c(c(NC(C)=O)n1)c(=O)oc1ccccc12	9	2	-4	4	5	2	1	0	-3	3
CC12CC3(C)CC(C)(C1)CC(C(=O)NCCc1ccc(S(N)(=O)=O)cc1)(C2)C3	6	-8	-3	-4	-6	3	-6	-1	0	-1
CCOCCc1c(O)nc(SC)[nH]c1=O	0	-2	3	0	17	0	2	2	-3	-4
CCCCN1C(=O)C(CC(=O)NC2CCCCC2)CC(C(=O)N(C)C)=C1C (stereo not given)	-3	0	4	0	1	-2	11	7	2	8
Cc1ccccc1N1CCN(C2CCCN(C(=O)c3ocnc3C)C2)CC1 (stereo not given)	-11	2	-2	-2	1	-5	-7	3	-3	4

Laid out differently: results already given.
The line under a structure holds: TCR-CD3 inh | HTRA1 inhibitor | MBD2 DNA inh | NPR1 activator | SIAE primary | rCAG binder | ABHD4 inh | UHRF1 binding | PRMT1 FP inh | GC-B act
CCCCN1C(=O)C(CC(=O)NC2CCCCC2)CC(C(=O)N(C)C)=C1C (stereo not given)
    -3 | 0 | 4 | 0 | 1 | -2 | 11 | 7 | 2 | 8
Cc1nc2ccc(NC(=O)c3ccc(F)cc3F)cc2c(=O)[nH]1
    . | . | -2 | 2 | 4 | 1 | -2 | -1 | -2 | -5
CCCN(CC1CC1)C(=O)CCc1nnc(C(OC)c2ccccc2)o1 (stereo not given)
    -1 | 5 | 3 | -1 | 1 | -7 | 4 | 1 | 0 | -9
CCCc1cc2c(c(NC(C)=O)n1)c(=O)oc1ccccc12
    9 | 2 | -4 | 4 | 5 | 2 | 1 | 0 | -3 | 3
CCOCCc1c(O)nc(SC)[nH]c1=O
    0 | -2 | 3 | 0 | 17 | 0 | 2 | 2 | -3 | -4

From PubChem
